pAkt inh: HTS Assay for Inhibitors of Akt Phophorylation: Primary Screen; AID 651550, 2012; activity change, % for hits at 50 µM; Neuro2A IGF-stimulated pAkt S473 HTRF, 20 min; stronger effect = lower value; actives 0.32% (n = 360,000); in the data active means activity change below about -80%; inconclusive means mostly about -51% to -80%; further: on the % scale 0 is the no-effect control and ±100 the full control effect
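Neuro2A cells (4,500/well, DMEM with 0.5% FBS) were treated with compound at a single 50 µM final concentration, stimulated with 6 nM IGF for 20 min at 37 °C, and lysed. Phospho-Akt Ser473 was read by HTRF as 665/615 ratio ×10^4.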
Nrf2 inh: Nrf2 qHTS screen for inhibitors; AID 504444, 2011; actives 2.1% (n = 360,000); Potency, µM (doses to about 46 µM), for the others: at the top dose activity change, negative = inhibition, usual class: inhibitors; A549 ARE-Fluc reporter, luciferase luminescence, 18-24 h; further: potency means the concentration at half of the fitted maximal effect; on the % scale 0 is the no-effect control and ±100 the full control effect; nearly all actives have a fitted effect of over 60% in size
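Reporter: ARE-Fluc in A549. Exposure: 18-24 h, 37 °C, 5% CO2, 5% FBS OPTI-MEM. Readouts: fluorescent cytotoxicity (CellTiter-Fluor), then luminescent Nrf2 signal after BugLite.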
CCT modulator: High-Throughput Screening for Modulators of Cytosolic Chaperonin Activity | purified chaperonin ATPase assay, HTRF ADP detection, 30 min | activity change, % (concentration not given with the values), hits read low | actives 0.3% (n = 360,000); in the data active means activity change below about -30%; further: on the % scale 0 is the no-effect control and ±100 the full control effect
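Nucleotide hydrolysis assay: TRiC at 20–40 nM final (set by batch activity) with 10 uM ATP, 30 min at 37 °C, in presence of 76 uM compound. Detection by competitive ADP HTRF, 30 min ambient.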
TGFb SMAD3 inh: qHTS for Inhibitors of TGF-b; actives 1.2% (n = 410,000); HepG2 CAGA-GFP TGF-b/SMAD3 reporter, GFP fluorescence, 18 h; TGF-beta stimulated, 500 pg/mL final; AID 588855, 2011; Potency, µM (highest dose often 46.1 µM), inactives show at the top dose activity, negative = inhibition, most hits filed as inhibitors; further: potency means the concentration at half of the fitted maximal effect; on the % scale 0 is the no-effect control and ±100 the full control effect; nearly all actives have a fitted effect of over 65% in size
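TGF-beta reporter screen: HEPG2 CAGA-GFP, 1% FBS, 500 pg/mL TGF-beta final, 18 h; per-cell GFP summed per well; curves fitted and categorized by class.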
A549 tox: Nrf2 qHTS screen for inhibitors: counterscreen for cytotoxicity | A549 ARE-Fluc cells, CellTiter-Fluor viability, 18-24 h | Potency, µM (doses to about 46 µM), for the others: at the highest dose activity change, negative = cytotoxicity, usual class: inhibitors | actives 0.16% (n = 390,000) | AID 504648, 2011; further: potency means the concentration at half of the fitted maximal effect; on the % scale 0 is the no-effect control and ±100 the full control effect
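A549 ARE_Fluc cells in 5% FBS OPTI-MEM were exposed to compounds in concentration-response for 18-24 h at 37 deg C. Viability was read by CellTiter-Fluor fluorescence (Ex 405/Em 525) after 30 min, before the luciferase read.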
MmCpn inh: Inhibitors of TCP-1 ring complex (TRiC) of Methanococcus maripaludis (MmCpn): qHTS; purified Mm-Cpn ATPase, ADP Transcreener TR-FRET; Potency, µM (doses to about 76.9 µM), for the others: top-dose activity, negative = inhibition, most hits filed as inhibitors; actives 0.031% (n = 330,000); AID 504842, 2011; further: potency means the concentration at half of the fitted maximal effect; on the % scale 0 is the no-effect control and ±100 the full control effect; nearly all actives have a fitted effect of over 80% in size
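ATPase turnover read by TR-FRET ADP competition (Eu cryptate antibody/ADP-d2, 665/590 nm): 10uM ATP final, 25nM Mm-CPN final, 30 min 37degC after 10-min compound preincubation, pH 7.4 Tris/KCl/MgCl2/DTT buffer.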
ATXN viability: Viability Counterscreen for Primary qHTS for Inhibitors of ATXN expression; Potency, µM (highest dose often 56.7 µM), actives largely listed as cytotoxic; actives 0.49% (n = 400,000); AID 651635, 2014; S2 cells (HEK-293 line with an ATXN2-luciferase reporter) viability, CellTiter-Fluor protease fluorescence, 24 h; further: potency means the concentration at half of the fitted maximal effect; nearly all actives have a fitted effect of over 40% in size
HepG2 tox: qHTS for Inhibitors of TGF-b: Cytotox Counterscreen | Potency, µM (highest dose often 46.1 µM), for the others: at the highest dose activity change, negative = cytotoxicity, hits mostly cytotoxic | HepG2 CAGA-GFP viability, ATP luminescence, 18 h | AID 588856, 2011 | actives 0.76% (n = 410,000); further: potency means the concentration at half of the fitted maximal effect; some results filed as inactive show a strong effect at the top dose
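CellTiter-Glo luminescence gave cytotoxicity after 18 hours at 37 degrees C. The cells were HepG2 CAGA-GFP in 1% FBS DMEM, stimulated with 500 pg/mL TGF-beta after compound addition. %Activity was normalised to no-cell wells (complete cell-killing) and DMSO (no toxicity), and curves were fitted and classified.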
Nrf2 ARE act: qHTS of Nrf2 Activators; AREc32 ARE-luciferase reporter (MCF7-derived line), luminescence, 24 h; Potency, µM (highest dose often 46.1 µM), for the others: at the highest dose activation, usual class: activators; actives 0.31% (n = 410,000); further: potency means the concentration at half of the fitted maximal effect; % of control where 0% means no effect; nearly all actives have a fitted effect of over 65% in size
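AREc32 cells carrying an ARE-driven firefly luciferase, 1000 cells/well in OPTI-MEM with 5% FBS, dosed after overnight attachment and incubated 24 hr at 37 deg C. Steady-Glo luminescence read after 30 min at RT.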
Starred values were filed as active, the others as inactive; i = inactive; ? = inconclusive; · = not tested or not shown; [ ] = remark or other dose. Unless noted, the call rests on the fitted dose curve; in most records, active means well fitted curve in the direction sought with a large enough effect; inconclusive means small, poorly fitted or top-dose-only effect, or another doubt; inactive means no such curve, though single readings can be large; an effect the other way counts as inactive or inconclusive.

SMILES	pAkt inh	Nrf2 inh	CCT modulator	TGFb SMAD3 inh	A549 tox	MmCpn inh	ATXN viability	HepG2 tox	Nrf2 ARE act
Cc1[nH]c(C)c(C(=O)/C=C/c2ccc([N+](=O)[O-])cc2)c1C	i	4%	1.3	?	-1%	1%	?	-42%	?
CN1CSC2=C(C#N)C(c3cccc(OCc4ccccc4)c3)CC(=O)N2C1 (centres undefined)	i	12%	-1.9	?	-1%	0%	?	-28%	-1.6%
CC(C)(C)c1ccc(OCCNC(=S)Nc2ccccc2)cc1	i	16µM*	1.1	14µM*	?	?	i	3%	6.0%
Cc1ccc(Cn2ccc(NC(=O)c3cc(-c4ccc(Br)cc4)on3)n2)cc1	i	?	0.3	-7%	20%	-1%	i	-12%	-0.7%
Cc1cc(N2CCC(C(=O)NCCC(C)C)CC2)n2nc(C)c(-c3ccc(Cl)cc3)c2n1	·	10%	·	-10%	6%	·	i	0%	-0.8%
NC(=O)C1CCN(C(=O)c2ccc3c(=O)n(Cc4cccc(Br)c4)c(=S)[nH]c3c2)CC1	i	2%	-0.4	-2%	0%	-1%	i	6%	0.5%
Cc1ccc(CNC(=O)Cn2cc(S(=O)(=O)Cc3ccccc3Cl)c3ccccc32)cc1	·	-12%	·	-9%	-1%	·	·	-47%	6.8%
O=C(NCc1ccccc1)c1c(O)c2ccccc2[nH]c1=O	i	2%	-2.5	25%	1%	-2%	i	0%	-0.8%
CN(Cc1cnccn1)Cc1c(C(=O)N2CCc3ccccc3C2)nc2ccc(Cl)cn12	i	5%	-1.4	-13%	0%	1%	i	-23%	-1.0%
COc1ccc(C)cc1S(=O)(=O)N(C)CC(=O)N1CCCCCC1	i	21%	1.4	21%	-3%	?	i	7%	-0.3%
CC(C)CNS(=O)(=O)c1ccc(CCC(=O)Nc2ccc3c(c2)OCO3)cc1	i	-15%	-2.2	-14%	-5%	0%	i	-13%	-0.1%
CC(C)=CCC(C)(C)CNC(=O)NC1CCCCC1	i	·	-0.5	-1%	-4%	-5%	i	0%	-1.1%
CC(=O)c1cc(-c2ccccc2)n(CC(=O)N2CCN(C3CCCC3)CC2)c1C	i	?	1.7	9%	8%	0%	i	1%	2.0%
CCN(CC)c1ccc(NC(=O)COc2ccc(N(C)S(=O)(=O)c3cccs3)cc2)cc1	i	?	-7.6	-9%	-3%	1%	i	-2%	0.0%
CCC(Oc1ccccc1F)C(=O)N1CCC(c2nc3ccccc3s2)CC1 (centres undefined)	·	?	·	?	-19%	·	?	-41%	1.4%
N#Cc1ccccc1Sc1ccccc1C(=O)OCC(=O)N1CCN(C(=O)c2ccco2)CC1	i	-9%	-2.2	1%	-4%	1%	i	-6%	2.6%
CN1CCC(N(C)C(=O)c2ccccc2F)CC1	i	2%	-1.6	21%	5%	1%	i	-1%	-0.2%
Cc1cn([C@H]2C[C@H](O)[C@@H](CCC(=O)NCc3cccs3)O2)c(=O)[nH]c1=O	i	·	1.6	2%	·	·	i	17%	-1.2%
Cc1sc2ncnc(SCC(=O)NC(=O)c3cccn3C)c2c1C	i	?	0.9	-3%	-14%	-14%	i	1%	2.2%
COCCCNC(=O)CCc1c(C)nc2c(c(C)nn2-c2ccc(C)cc2)c1C	i	?	-0.2	-29%	-4%	-2%	i	-34%	-0.5%
COC(=O)c1cc2oc(C)cc2n1CC(=O)Nc1cc(Cl)ccc1OC	·	-6%	·	0%	-7%	·	i	-62%	6.3%
S=C(NCCc1cccc(Cl)c1)NC1CCCCC1	i	?	1.7	-21%	0%	-1%	i	-54%	0.0%
CCc1ccc(CNc2ccc3c(c2)ncn3CC)cc1	i	?	-1.4	5%	-5%	?	i	2%	1.9%
CCCCC[C@@H](C)N1C[C@@H](COCc2ccccc2)Oc2cc(N3CCC[C@H]3C(N)=O)ccc2S1(=O)=O	i	·	0.5	·	·	·	?	·	0.6%
CCOC(=O)N1CCN(c2nc3c(C)cccn3c(=O)c2C=O)CC1	i	?	1.8	1%	-11%	0%	i	5%	-0.2%

Next section, overlapping the part above by 6 compounds.
SMILES	pAkt inh	Nrf2 inh	CCT modulator	TGFb SMAD3 inh	A549 tox	MmCpn inh	ATXN viability	HepG2 tox	Nrf2 ARE act
COCCCNC(=O)CCc1c(C)nc2c(c(C)nn2-c2ccc(C)cc2)c1C	i	?	-0.2	-29%	-4%	-2%	i	-34%	-0.5%
COC(=O)c1cc2oc(C)cc2n1CC(=O)Nc1cc(Cl)ccc1OC	·	-6%	·	0%	-7%	·	i	-62%	6.3%
S=C(NCCc1cccc(Cl)c1)NC1CCCCC1	i	?	1.7	-21%	0%	-1%	i	-54%	0.0%
CCc1ccc(CNc2ccc3c(c2)ncn3CC)cc1	i	?	-1.4	5%	-5%	?	i	2%	1.9%
CCCCC[C@@H](C)N1C[C@@H](COCc2ccccc2)Oc2cc(N3CCC[C@H]3C(N)=O)ccc2S1(=O)=O	i	·	0.5	·	·	·	?	·	0.6%
CCOC(=O)N1CCN(c2nc3c(C)cccn3c(=O)c2C=O)CC1	i	?	1.8	1%	-11%	0%	i	5%	-0.2%
COc1ccc(-c2ccc(CN3C(C(C)C)C(=O)N(Cc4cn(CCC5OCCCO5)nn4)CCS3(=O)=O)cc2)cc1OC (centres undefined)	i	·	-2.7	2%	·	·	i	-28%	-0.1%
COC(=O)c1ccc2c(=O)n(-c3ccccc3)c(=S)[nH]c2c1	i	?	-2.8	-10%	-8%	2%	?	-18%	-0.1%
CCc1ccc(CNC(=O)C2CCN(S(=O)(=O)N3CCCCC3)CC2)cc1	i	·	-0.8	0%	·	·	i	-15%	0.1%
O=C(COC(=O)c1cccc(OC(F)F)c1)Nc1cc(S(=O)(=O)N2CCCC2)ccc1Cl	i	·	1.3	-5%	·	·	i	-23%	0.4%
O=C(NCCc1ccccc1)C1CCCN1S(=O)(=O)c1ccccc1 (centres undefined)	i	-3%	2.1	1%	6%	0%	i	-6%	-0.5%
CC(C)C(=O)N1CCC(c2nc(-c3ccc(S(=O)(=O)N4CCCC4)cc3)no2)CC1	i	-24%	-0.3	4%	0%	-1%	i	-2%	-0.5%
CCC(C)n1c(=N)c(C#N)cc2c(=O)n3ccccc3nc21 (centres undefined)	i	4%	-1.2	-1%	3%	1%	i	5%	-0.6%
O=C(CSc1nnc(NC(=O)C2CC(=O)N(c3ccc(F)cc3)C2)s1)NC1CCCC1 (centres undefined)	i	4%	-0.3	-5%	-12%	1%	i	0%	-0.3%
O=C1OCCC1Sc1nnc(-c2ccc(Br)cc2)o1 (centres undefined)	i	·	0.5	-22%	4%	-1%	i	3%	-1.2%
CCOc1ccc(/C=C2/C(=N)N3OC(C)=CC3=NC2=O)cc1OC	i	10%	-1.3	13%	4%	1%	i	-2%	0.0%
CC(C)(C)OC(=O)N1CCC(c2c(C(=O)N3CCN(c4ccccn4)CC3)cnn2-c2ccc(F)cc2F)CC1	·	-22%	·	?	5%	·	·	-13%	-0.7%
Cc1csc2nc(COC(=O)CNC(=O)c3ccccc3)cc(=O)n12	·	24%	·	4%	5%	·	i	-11%	0.6%
CC(C)Oc1cccc(C(=O)Nc2ccc(NC(=O)c3ccco3)cc2)c1	i	·	1.4	17%	-6%	0%	i	7%	0.6%
COCc1cc(C)nc(OCC(=O)N/N=C/c2ccc(-c3cc([N+](=O)[O-])ccc3C)o2)c1C#N	i	?	-5.6	-1%	-1%	-2%	i	-1%	1.4%
COc1ccccc1/C=C/C(=O)NC(=S)N1CCN(C)CC1	i	0%	-0.3	-16%	1%	1%	i	5%	4.8%
O=C(Nc1ccc(Cl)c(Cl)c1)c1ccc(Cn2cc(Cl)cn2)cc1	i	?	-0.7	?	?	-10%	?	-61%	18%
CCc1nc2c(OCc3ccccc3C(=O)OC)cccn2c1N(C)C(=O)c1ccncc1	i	·	2.9	5%	·	·	i	-1%	-1.3%
CCCCCn1c(=O)c(Cc2ccccc2)c(O)c2ccccc21	i	-8%	-1.4	-9%	3%	2%	i	-29%	-0.5%
COc1ccc(C(C)(O)c2nc(-c3cccc(C#N)c3)cs2)cc1 (centres undefined)	i	·	0.9	-1%	·	·	i	-11%	0.5%[9.22 µM]
CCS(=O)(=O)c1cc([N+](=O)[O-])c(Sc2ccccc2N)s1	i	0%	-0.4	-3%	-11%	-2%	i	8%	17%
O=[N+]([O-])c1cccc(S(=O)(=O)Nc2ccccn2)c1	i	·	-1.4	-3%	·	·	i	3%	-1.2%
O=C1c2cc([N+](=O)[O-])ccc2-c2ncccc21	i	1%	-0.8	-14%	17%	-4%	i	-33%	20%
c1ccc2c(-c3nn4nnnc4c4ccccc34)cccc2c1	i	2%	1.1	1%	0%	0%	i	-1%	3.7%
O=C1NC(=O)C(Cc2ccccc2)(c2ccccc2)N1 (centres undefined)	i	0%	0.8	-13%	-5%	·	i	-11%	-0.1%
CC(NC(=S)NC(=O)c1ccccc1Br)c1ccccc1 (centres undefined)	i	18%	-2.2	?	4%	0%	i	-18%	23%

Some of these compounds in order of their number in TGFb SMAD3 inh, largest number first.
SMILES | TGFb SMAD3 inh
CCc1nc2c(OCc3ccccc3C(=O)OC)cccn2c1N(C)C(=O)c1ccncc1 | 5%
O=C(NCCc1ccccc1)C1CCCN1S(=O)(=O)c1ccccc1 (centres undefined) | 1%
COc1ccccc1/C=C/C(=O)NC(=S)N1CCN(C)CC1 | -16%

Bioassay records as filed in PubChem.
